Assay outcomes from PubChem BioAssay.
RPL19A TOR yeast – RPL19A-GFP expression modulators in yeast, primary screen, cell-based, S. cerevisiae, multiplex flow cytometry, MLPCN. S. cerevisiae RPL19A-GFP strain, 3 h; active compounds read low. percent response vs DMSO, % at 10 µM. 0.3% of 330,000 active. AID 2025, 2009;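 active = percent response vs DMSO below 50%; inconclusive = fewer than 70 events counted for the yeast strain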;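 note: median channel GFP fluorescence of the barcoded RPL19A-GFP strain; ratio of sample median GFP to plate DMSO average so 100% = DMSO; lower means less RPL19A-GFP as with rapamycin TOR inhibition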
CIT2-GFP yeast – modulators of CIT2-GFP expression in yeast, primary screen, S. cerevisiae, GFP fusion, multiplex flow cytometry, MLPCN library; S. cerevisiae CIT2-GFP strain, 3 h; 100 means same as DMSO wells; GFP response vs DMSO, % at 10 µM; 0.065% of 320,000 active;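 active = GFP response relative to DMSO above a set limit, near the screen mean plus 3 SD, cut at about 150% in these data; inconclusive = Fewer than 70 cells measured for a yeast strain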;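 note: ratio of well median GFP fluorescence to mean of DMSO wells on the plate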
GRK2 aptamer HTS – compounds blocking aptamer binding on GRK2 – biochemical, human GRK2, bead flow cytometry, HTS, primary screen; FAM-aptamer displacement from GRK2; inhibition of aptamer binding, % at 10 µM; 0.59% of 330,000 active;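 active = inhibition of aptamer binding above 40%, roughly 3 SD of noise, on plates passing a quality check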;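 note: median bead fluorescence of bound FAM aptamer so fluorescent compounds give negative values; no value below 0 was filed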
LAP4 TOR yeast – modulators of LAP4-GFP expression in yeast, primary screen, S. cerevisiae, multiplex flow cytometry, MLPCN library | 0.34% of 320,000 active | 3 h; median GFP as percent of DMSO wells | GFP response vs DMSO, % at 10 µM | AID 2023, 2009;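 active = GFP response vs DMSO above a set limit, about the screen mean plus 3 SD, cut at about 150% in these data; inconclusive = under 70 cell events counted for the yeast strain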
AGP1-GFP MLPCN – modulators of AGP1-GFP expression in yeast TOR pathway, primary screen, cell-based, multiplex flow cytometry, S. cerevisiae, MLPCN library; 3 h; GFP as percent of DMSO wells; GFP response vs DMSO, % at 10 µM; 0.02% of 320,000 active; AID 2066, 2009;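 active = GFP response relative to DMSO above a set limit, near screen average plus 3 SD, cut at about 150% in these data; inconclusive = fewer than 70 cells counted for the yeast strain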;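 note: median GFP channel fluorescence of the gated AGP1 strain per well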
VLA-4 inh – inhibition in human VLA-4 binding assay, primary screen, VLA-4 allosteric modulator project, MLPCN library, flow cytometry, VLA-4 expressing cells; Integrin alpha-4 (Homo sapiens), P13612; ligand binding flow cytometry; inhibition, % (about 7 µM as worked out from the volumes in the protocol); 0.2% of 330,000 active; AID 2557, 2010; in the data active = inhibition above about 50%
Target sequence (P13612 whole entry, looked up): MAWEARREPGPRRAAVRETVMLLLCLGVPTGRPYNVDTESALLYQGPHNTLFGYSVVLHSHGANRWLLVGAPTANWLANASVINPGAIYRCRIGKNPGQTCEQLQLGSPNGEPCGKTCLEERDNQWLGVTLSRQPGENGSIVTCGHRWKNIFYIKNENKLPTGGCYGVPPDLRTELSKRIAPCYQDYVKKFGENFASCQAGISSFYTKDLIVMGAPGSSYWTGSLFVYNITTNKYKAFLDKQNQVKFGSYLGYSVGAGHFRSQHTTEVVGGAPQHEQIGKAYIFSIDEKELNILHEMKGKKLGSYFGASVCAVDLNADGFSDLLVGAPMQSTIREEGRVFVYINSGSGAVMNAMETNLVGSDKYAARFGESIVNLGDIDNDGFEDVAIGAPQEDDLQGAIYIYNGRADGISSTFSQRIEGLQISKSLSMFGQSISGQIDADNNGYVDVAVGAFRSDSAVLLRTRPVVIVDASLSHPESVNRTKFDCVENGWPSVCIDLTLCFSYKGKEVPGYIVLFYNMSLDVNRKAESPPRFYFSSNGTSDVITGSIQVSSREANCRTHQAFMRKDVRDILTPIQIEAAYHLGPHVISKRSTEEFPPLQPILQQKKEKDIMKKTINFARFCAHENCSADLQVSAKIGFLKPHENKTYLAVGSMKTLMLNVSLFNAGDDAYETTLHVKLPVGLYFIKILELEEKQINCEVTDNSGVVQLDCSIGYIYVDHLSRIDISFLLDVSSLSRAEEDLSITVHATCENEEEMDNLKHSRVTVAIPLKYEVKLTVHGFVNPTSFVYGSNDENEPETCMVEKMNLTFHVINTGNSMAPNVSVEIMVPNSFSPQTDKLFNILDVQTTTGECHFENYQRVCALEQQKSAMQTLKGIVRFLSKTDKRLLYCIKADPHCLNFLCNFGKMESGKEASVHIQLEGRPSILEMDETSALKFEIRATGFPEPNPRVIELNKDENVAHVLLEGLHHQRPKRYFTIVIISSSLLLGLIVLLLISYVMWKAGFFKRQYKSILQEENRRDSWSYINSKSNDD
MEP2 TOR yeast – modulators of MEP2-GFP levels in yeast, primary screen, S. cerevisiae, multiplex flow cytometry, MLPCN library; S. cerevisiae MEP2-GFP strain, 3 h; 100% = DMSO control level; GFP response vs DMSO, % at 10 µM; 0.51% of 330,000 active; AID 2016, 2009;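 active = GFP response versus DMSO above a set limit, roughly screen mean plus 3 SD, cut at about 180% in these data; inconclusive = fewer than 70 cells counted for a yeast strain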;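 note: median GFP fluorescence of the barcode-gated MEP2-GFP cells per well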
CR mimetic SO – reduction of superoxide in aged yeast, primary screen, HTS; S. cerevisiae aged cells, superoxide DHE fluorescence; active compounds read low; superoxide response (% of plate mean), % at 10 µM; 0.18% of 330,000 active;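 active = superoxide response under a set limit, about three screen SD below normal, cut at about 65% in these data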;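 note: yeast aged for seven days with compound at 30 °C before DHE staining; 100% = average MFI of all compound-treated wells on the plate with controls excluded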
The depositor's hits bear a star; ? = inconclusive; nt = not tested or not shown; [ ] = dose if it differs, or a comment.

Structure	VLA-4 inh	CIT2-GFP yeast	LAP4 TOR yeast	RPL19A TOR yeast	GRK2 aptamer HTS	MEP2 TOR yeast	AGP1-GFP MLPCN	CR mimetic SO
Cc1cc(C)n(C(=O)c2ccncc2)n1	1.9	88.9	87.6	85.8	1.0	90.6	84.7	132.8
O=C(Nn1c(-c2ccc(F)cc2)nc2ccccc2c1=O)C1CCCCC1	-6.0	99.8	98.6	97.5	0.0	105.5	100.4	91.3
CC(=O)Nc1ccc(S(=O)(=O)Nc2nnc(Cc3ccc(Cl)cc3)s2)cc1	0.7	91.0	80.9	102.6	2.0	101.3	98.5	112.8
O=C(Cn1cc(/C=N/O)c2ccccc21)N1CCOCC1	10.0	98.4	110.7	103.2	0.0	113.0	106.6	93.6
Cn1ccnc1C(=O)C1CCCN(Cc2cn[nH]c2-c2ccc(-c3ccccc3)cc2)C1 (stereo not drawn)	-3.2	99.1	103.0	99.3	0.0	104.5	104.3	99.1
CCOC(=O)c1c(C)[nH]c(C(=O)CSc2nnc(CC(C)c3ccccc3)o2)c1C (stereo not drawn)	24.0	98.1	106.3	99.1	0.0	106.6	100.6	99.3
Cc1ccc(NS(=O)(=O)c2ccc(CCC(=O)O)cc2)cc1	5.5	100.8	96.4	93.0	2.0	97.8	102.7	118.5
CC(C)CC(c1nnnn1CC1CCCO1)N1CCN(c2cccc(Cl)c2)CC1 (stereo not drawn)	5.0	111.1	100.9	100.5	0.0	109.7	111.1	101.9
CCOc1ccccc1CNCc1ccc(F)cc1	-2.6	110.3	116.6	103.2	0.0	108.3	113.2	91.4
CCOc1ccc(NC(=O)c2ccc(S(=O)(=O)N(C)C)cc2)cc1	36.5	83.6	88.4	90.7	0.0	91.6	96.4	92.0
Cc1ccc(N(C(=O)c2ccco2)C(C(=O)NC2CCCC2)c2ccco2)c(C)c1 (stereo not drawn)	-6.3	94.6	103.2	95.3	0.0	104.2	95.2	87.5
CCc1ccccc1NC(=O)CSc1nnc([C@H](CCSC)NC(=O)OC(C)(C)C)o1	-55.9	90.1	94.5	91.2	2.0	96.6	92.7	115.0

(next part)
Structure	VLA-4 inh	CIT2-GFP yeast	LAP4 TOR yeast	RPL19A TOR yeast	GRK2 aptamer HTS	MEP2 TOR yeast	AGP1-GFP MLPCN	CR mimetic SO
Cc1cc(C)n2cc(CSc3ccc(Br)cc3)nc2n1	9.1	96.5	101.6	97.0	0.0	98.3	100.4	106.1
Cc1cc(N/C=C2\CCCCC2=O)no1	19.4	94.8	95.7	97.8	1.0	96.7	94.8	105.3
CN(C)c1cccc(NC(=O)c2ccco2)c1	0.0	104.7	107.0	95.2	0.0	110.8	92.1	107.9
CN(C)/C=C/c1[nH]c(=O)[nH]c(=O)c1[N+](=O)[O-]	-9.5	108.2	99.4	100.8	1.0	95.7	96.9	91.4
COc1ccc(N2CC(NC(=O)NC(C)(C)C)CC2=O)cc1 (stereo not drawn)	6.8	101.0	104.3	102.9	0.0	97.9	105.2	100.9
CCN(c1cccc(C)c1)S(=O)(=O)c1csc(C(N)=O)c1	6.3	99.9	95.0	104.2	1.0	104.9	98.0	97.9
CCOC(=O)C1=NNC2(CC(=O)N(c3cc(C)cc(C)c3)C2=O)C1 (stereo not drawn)	4.4	95.9	109.5	98.6	1.0	92.4	99.8	114.1
CCc1ccc(OCC(O)CN2CCN(c3ccccc3)CC2)cc1 (stereo not drawn)	5.5	94.7	102.7	96.4	2.0	99.1	95.4	103.3
COc1ccc(-c2c(-c3cc(OC)cc(OC)c3)n(C)c3ccc(-c4ccc(OC)cc4F)cc23)cc1	0.1	86.3	84.8	91.9	0.0	89.7	89.5	167.8
CC(OC(=O)CN1C(=O)c2ccccc2C1=O)C(=O)NCc1ccccc1 (stereo not drawn)	0.6	96.9	81.8	73.4	1.0	99.0	86.8	105.1
O=C(O)C1CCC(=O)N(C2CCCCC2)C1c1ccccc1 (stereo not drawn)	-8.5	104.2	102.3	100.2	1.0	104.7	99.2	93.9
Cc1cccc(NC(=O)CSc2nnc(C)c(=O)n2N)c1	-21.9	101.8	98.8	91.7	0.0	90.4	109.2	104.3

(continued)
Structure	VLA-4 inh	CIT2-GFP yeast	LAP4 TOR yeast	RPL19A TOR yeast	GRK2 aptamer HTS	MEP2 TOR yeast	AGP1-GFP MLPCN	CR mimetic SO
O=C(Nc1nc2ccc(Cl)cc2s1)c1ccco1	-5.1	104.5	101.3	99.9	0.0	101.8	96.9	101.8
COc1ccc(CCNC(=O)COC(=O)c2ccc(Br)o2)cc1OC	11.7	93.1	105.5	95.1	0.0	103.9	96.8	98.9
OCCN(CCO)Cc1ccc(Br)cc1	12.4	103.0	99.8	97.7	3.0	98.2	100.7	86.9
CCc1ccc(OC(=O)c2cccnc2)cc1	11.3	93.9	96.0	99.6	10.0	93.5	100.6	99.4
CC(=O)c1ccc(NC(=O)C2CCN(S(=O)(=O)c3ccc4c(c3)N(C(C)=O)CCO4)CC2)cc1	5.3	106.9	105.3	100.0	4.0	110.3	105.5	95.9
COc1ccc(CCNC(=O)C/C(C)=N/NC(=O)Cc2cccc3ccccc23)cc1OC	-3.8	97.5	110.1	101.5	0.0	105.1	99.6	98.9
O=C(N/N=C/C(Br)=C\c1ccccc1)c1n[nH]c2c1CCC2	0.0	98.5	110.0	102.8	0.0	108.2	96.1	112.1
COCCn1c(C)cc(C(=O)COC(=O)c2ccc(Cl)c(S(N)(=O)=O)c2)c1C	7.0	91.1	97.2	97.9	3.0	94.0	94.5	126.6
COc1ccc(S(=O)(=O)NCC2CCCO2)cc1NC(=O)c1ccccc1 (stereo not drawn)	-4.8	nt	81.8	106.7	0.0	97.7	87.4	nt
NC(=O)[C@@H]1CCCNc2c(I)cc([N+](=O)[O-])cc2C(=O)N[C@@H](CCCN=C(N)N)C(=O)N[C@@H](CCCN=C(N)N)C(=O)N1	28.8	108.4	103.6	102.9	0.0	111.7	116.6	108.7
O=C(NCCNC(=O)c1cc(OCC(F)(F)F)ccc1OCC(F)(F)F)Nc1ccc(OC(F)(F)F)cc1	-2.9	105.3	98.1	100.1	0.0	105.0	103.5	105.5
CC(C)Cn1cnc2c1c(=O)n(CC(=O)NC(=O)NC(C)(C)C)c(=O)n2Cc1ccccc1	-2.5	101.9	102.4	95.0	1.0	156.1	94.6	102.7

Next section.
Structure	VLA-4 inh	CIT2-GFP yeast	LAP4 TOR yeast	RPL19A TOR yeast	GRK2 aptamer HTS	MEP2 TOR yeast	AGP1-GFP MLPCN	CR mimetic SO
O=C(NNC(=O)C1CCN(C(=O)Nc2ccccc2)CC1)c1ccc([N+](=O)[O-])cc1	-7.7	91.6	98.7	97.6	6.0	91.5	92.9	152.2
CC(C)NS(=O)(=O)c1ccc(Oc2ncc(C(F)(F)F)cc2Cl)cc1	4.3	102.2	100.5	101.1	18.0	102.5	106.1	102.4
O=C1CCc2cc(S(=O)(=O)NCCC(=O)N3CCN(c4cccc(Cl)c4)CC3)ccc2N1	4.5	88.9	101.9	96.5	0.0	98.0	96.8	95.8
COc1ccc(Cc2nc3ccc(C(=O)N4CCCCC4CCO)cc3o2)cc1 (stereo not drawn)	18.3	100.8	91.1	102.8	3.0	101.1	102.9	79.9
O=C(c1ccc2c(c1)N(Cc1cccc(Cl)c1)C(=O)c1ccccc1S2(=O)=O)N1CCN(c2ccccn2)CC1	1.9	100.8	100.5	96.3	0.0	96.4	100.2	98.4
CN(C)S(=O)(=O)c1ccc(-c2csc(N/N=C/c3ccco3)n2)cc1	-0.2	99.0	103.9	100.2	0.0	101.9	103.6	103.8
Cc1ccn(-c2cc(O)c(-n3ccc(C)n3)cc2O)n1	-0.6	81.3	100.5	95.5	0.0	94.4	94.8	96.5
CCN(C(=O)c1cnc(OC)cc1C(F)(F)F)c1ccc(Cl)cc1Cl	0.8	112.1	99.1	91.7	0.0	80.5	110.6	95.2
Cc1ccccc1OCCNC(=O)/C=C/c1ccc([N+](=O)[O-])cc1	-7.8	90.8	100.4	98.1	0.0	111.5	94.0	101.8
O=C(CSc1ccc2ccccc2n1)NCCC1=CCCCC1	0.2	92.7	93.9	104.1	0.0	100.8	97.7	108.8
NC(=O)c1nsc(C(=O)N(Cc2ccco2)C(C(=O)NCC2CCCO2)c2ccc(O)cc2)c1N (stereo not drawn)	-6.2	98.2	87.5	94.9	1.0	99.1	93.4	91.0
O=C(C[C@H]1C/C=C\C[C@H](Cc2ccc(F)cc2)C(=O)OCCNC1=O)NCCO	9.0	85.3	95.5	92.8	7.0	92.8	95.3	83.4

Structural class: the compounds so far containing a COOH group
Structure	VLA-4 inh	CIT2-GFP yeast	LAP4 TOR yeast	RPL19A TOR yeast	GRK2 aptamer HTS	MEP2 TOR yeast	AGP1-GFP MLPCN	CR mimetic SO
Cc1ccc(NS(=O)(=O)c2ccc(CCC(=O)O)cc2)cc1	5.5	100.8	96.4	93.0	2.0	97.8	102.7	118.5
O=C(O)C1CCC(=O)N(C2CCCCC2)C1c1ccccc1 (stereo not drawn)	-8.5	104.2	102.3	100.2	1.0	104.7	99.2	93.9

(list continues)
Structure	VLA-4 inh	CIT2-GFP yeast	LAP4 TOR yeast	RPL19A TOR yeast	GRK2 aptamer HTS	MEP2 TOR yeast	AGP1-GFP MLPCN	CR mimetic SO
Cc1ccc(C(=O)NCC(=O)Nc2ccccc2C(F)(F)F)cc1	-13.9	?	95.5[may fluoresce violet]	89.3[may fluoresce violet]	0.0	151.1[may fluoresce violet]	14.7[may fluoresce violet]	77.8
O=C(c1ccc([N+](=O)[O-])cc1)N1CCN(C(=O)c2ccco2)CC1	10.9	104.0	103.6	100.2	1.0	101.5	104.9	100.5
Cc1c(C2(O)CCCCC2)[nH]c2ccc(C(F)(F)F)cc12	3.6	96.6	113.1	97.9	5.0	97.6	95.7	94.3
O=C(CNC(=O)c1ccccc1F)Nc1ccccc1C(F)(F)F	5.3	87.5	113.6	99.4	1.0	95.1	103.6	98.5
O=C(O)c1ccc(CNCc2ccccc2F)cc1	-1.6	98.8	94.9	95.9	3.0	100.0	100.9	104.5
CCCn1c(SCC(=O)N2CCCCC2)nnc1C(C)C	15.0	103.3	102.5	99.9	0.0	104.2	100.1	98.7
CC(C)CCN(N=O)[C@@H](Cc1ccccc1)CN(N=O)[C@@H](Cc1ccccc1)CN(C)N=O	-10.6	86.8	102.6	97.3	0.0	93.7	89.8	93.9
CN(C(=O)c1ccccc1Cl)c1ccccc1C(=O)NCCc1ccccc1	6.2	nt	78.8	109.0	0.0	93.7	94.3	111.8
CCOC(=O)C1(C)C=C(Nc2ccc(NC(C)=O)cc2)C(=O)N1c1ccc(NC(C)=O)cc1 (stereo not drawn)	5.2	95.5	103.0	91.4	0.0	93.1	109.4	102.9
COc1ccc(-n2c(=S)[nH]c3ccccc32)cc1	-63.5	101.2	110.7	99.5	2.0	105.1	100.8	85.6
Cc1ccc2nccc(C(=O)N3CCCC(Nc4ccc(C)c(C)c4)C3)c2c1 (stereo not drawn)	-108.4	91.0	96.3	99.8	0.0	88.8	97.3	79.7
CCOc1ccc(C(=O)NCC(=O)OCC(=O)N2C(C)CCCC2C)cc1 (stereo not drawn)	11.0	101.9	98.3	96.6	0.0	110.1	97.9	92.9
COc1ccc(NC(=O)CSC2=NN3CCCC(=O)N=C3S2)c(OC)c1	1.2	98.0	91.3	96.9	4.0	90.6	96.9	115.8
COC(=O)c1ccc(-n2nnnc2SCC(=O)N2CCCCC2)cc1	2.0	100.7	86.4	101.6	0.0	97.4	98.1	100.0
O=C(Cc1ccccc1[N+](=O)[O-])NCCCN1CCOCC1	-3.5	94.9	95.9	96.5	0.0	96.7	104.1	99.5
